Source: PubChem
PAFAH1B3 FP inh = PAFAH1B3 (human) inhibition; AID 492972; inhibition, % at 3.39 µM; recombinant PAFAH1B3, FP-rhodamine probe, fluorescence polarization; Q15102; hit rate 0.28% among 340,000;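 active = inhibition above the screen-wide average of all tested compounds plus 3 SD, cut at about 25% in these data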;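 note: 0% = enzyme with DMSO only and 100% = wells lacking PAFAH1B3 protein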
PREPL inh = human PREPL enzyme inhibition | hit rate 0.68% among 320,000 | inhibition, % at 5.96 µM | recombinant PREPL, fluorescence polarization activity-based probe | Q4J6C6; in the data active = inhibition above about 43%;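 note: 0% = enzyme with DMSO and 100% = wells lacking enzyme; many of its hits are not listed in these tables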
LYPLA2 inh = blocks human lysophospholipase 2, a PME1 counter-screen; O95372; recombinant LYPLA2, FP-Rh probe fluorescence polarization; inhibition, % at 5.9 µM; hit rate 0.38% among 320,000;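 active = inhibition above the screen-wide mean plus 3 SD, limit set per campaign, cut at about 26% in these data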;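 note: 0% = LYPLA2 with DMSO and 100% = wells lacking LYPLA2 enzyme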
Target sequence (O95372 whole entry, looked up): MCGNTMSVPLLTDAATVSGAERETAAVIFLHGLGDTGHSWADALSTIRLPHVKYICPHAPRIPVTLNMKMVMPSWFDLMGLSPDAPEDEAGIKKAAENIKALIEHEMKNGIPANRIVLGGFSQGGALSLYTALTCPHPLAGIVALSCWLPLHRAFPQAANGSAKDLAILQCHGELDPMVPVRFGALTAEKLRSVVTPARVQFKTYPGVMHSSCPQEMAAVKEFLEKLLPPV
PAFAH1B2 inh = PAFAH1B2 (human) inhibition; AID 492953; recombinant PAFAH1B2, FP-rhodamine activity probe, fluorescence polarization; P68402; hit rate 1.2% among 340,000; inhibition, % at 3.39 µM;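 active = inhibition above the mean of all tested compounds plus 3 SD, cut at about 24% in these data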;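 note: 0% = enzyme with DMSO and 100% = wells lacking PAFAH1B2; many of its hits are not listed in these tables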
PAFAH2 FP inh = PAFAH2 (human) inhibition | Q99487 | recombinant PAFAH2, FP-rhodamine activity probe, fluorescence polarization | inhibition, % at 3.39 µM | hit rate 0.99% among 340,000;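 active = inhibition above the mean over all tested compounds plus 3 SD, cut at about 30% in these data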;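 note: inhibitors block probe labeling of enzyme so polarization drops; 0% = enzyme with DMSO and 100% = wells lacking PAFAH2 protein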
LYPLA1 counter = LYPLA1 (human) inhibition in PME1 counter-screen. O75608. recombinant LYPLA1, FP-Rh probe fluorescence polarization. inhibition, % at 5.9 µM. hit rate 0.16% among 320,000. AID 2174;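 active = inhibition above the mean of all tested compounds plus 3 SD, set per campaign, cut at about 14% in these data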;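 note: inhibitors block serine hydrolase probe labeling of LYPLA1 so polarization falls; 0% = enzyme with DMSO and 100% = wells lacking LYPLA1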
Target sequence (O75608 whole entry, looked up): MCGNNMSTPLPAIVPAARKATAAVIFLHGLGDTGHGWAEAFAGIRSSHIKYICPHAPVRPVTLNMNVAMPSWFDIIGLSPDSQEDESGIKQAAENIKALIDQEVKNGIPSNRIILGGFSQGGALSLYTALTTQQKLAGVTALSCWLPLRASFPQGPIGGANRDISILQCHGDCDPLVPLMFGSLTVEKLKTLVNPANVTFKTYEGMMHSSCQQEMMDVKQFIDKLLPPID
GSTO1 inh = GSTO1 inhibition, counter-screen for RBBP9 inhibitors. recombinant GSTO1, activity-based probe fluorescence polarization. inhibition, % at 5.96 µM. hit rate 1.1% among 300,000. P78417;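 active = inhibition above the campaign mean inhibition plus 3 SD, cut at about 35% in these data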;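 note: 0% = GSTO1-1 with DMSO and 100% = wells lacking GSTO1-1 enzyme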
Target sequence (P78417 whole entry, looked up): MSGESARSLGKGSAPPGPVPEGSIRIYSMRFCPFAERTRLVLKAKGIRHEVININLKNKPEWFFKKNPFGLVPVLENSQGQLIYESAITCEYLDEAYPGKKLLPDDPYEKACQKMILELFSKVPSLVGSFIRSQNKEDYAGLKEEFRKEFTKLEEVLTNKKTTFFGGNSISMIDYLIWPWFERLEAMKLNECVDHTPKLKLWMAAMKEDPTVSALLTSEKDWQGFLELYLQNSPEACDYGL
PAD4 inh = inhibitors of human PAD4; Q9UM07; inhibition, % at 6.36 µM; recombinant PAD4, RCA probe fluorescence polarization; hit rate 0.41% among 330,000;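 active = percent inhibition above a cutoff equal to the mean of all tested compounds plus 3 SD, cut at about 15% in these data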;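 note: 0% = PAD4 with RCA probe and DMSO and 100% = probe without PAD4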
pPAFAH inh = inhibitors of human plasma PAF acetylhydrolase (pPAFAH); Q13093; recombinant pPAFAH, FP-rhodamine probe fluorescence polarization; inhibition, % at 3.39 µM; hit rate 1.5% among 330,000;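 active = inhibition above the mean inhibition across the screen plus 3 SD, cut at about 25% in these data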;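 note: inhibitors block binding of the rhodamine activity-based probe so polarization drops; 0% = enzyme with DMSO and 100% = wells lacking pPAFAH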
The depositor's hits bear a star; . = no result given.

#	compound	LYPLA1 counter	pPAFAH inh	PAFAH1B3 FP inh	GSTO1 inh	PREPL inh	PAD4 inh	PAFAH1B2 inh	LYPLA2 inh	PAFAH2 FP inh
1	CCOC(=O)CN1C(=O)/C(=C/c2cccc(Br)c2)Oc2ccccc21	2	5	-1	7	-3	2	-1	6	7
2	CC(C)CN(C(=O)c1cccc(S(=O)(=O)N2CCN(c3ccc(F)cc3)CC2)c1)C1CCS(=O)(=O)C1 (configuration not stated)	-1	0	5	-5	-75	-4	4	5	2
3	Cc1ccc(Nc2nc(-c3cccnc3)cs2)cc1Cl	0	10	13	-2	24	2	5	1	4
4	O=c1[nH]c(CSc2nc(-c3ccc(F)cc3)cs2)nc2ccccc12	-2	-4	1	0	2	-2	-1	3	-5
5	O=S(=O)(c1ccc2oc3ccc(S(=O)(=O)N4CCCCC4)cc3c2c1)N1CCCCC1	-2	1	4	3	0	5	5	3	-3
6	CCCCN(Cc1cc2cccc(C)c2[nH]c1=O)S(C)(=O)=O	1	2	7	-3	4	-2	-2	0	-12
7	CC1(C)CC(NC(=O)c2c(N)no[n+]2[O-])CC(C)(C)N1	2	2	4	5	9	4	-1	7	-6
8	Cc1ccnc(NC(=O)COc2ccc3c(c2)CCC3)c1	-2	-1	-5	-3	4	0	6	-2	-4
9	O=[N+]([O-])c1ncccc1OCc1ccc(-c2ccccc2)cc1	2	5	4	12	3	1	3	5	-4
10	COc1ccc(C2=CC(c3sccc3C)n3nnnc3N2)cc1 (configuration not stated)	4	6	9	10	-78	1	2	11	-6
11	COc1cccc2cc(C(N)=O)/c(=N\NC(=O)c3ccccc3)oc12	-1	0	-13	0	0	0	4	-2	10
12	O=C(c1ccc(NC2=NC3CS(=O)(=O)CC3S2)cc1)N1CCN(c2ccccc2F)CC1 (configuration not stated)	2	-2	-2	1	5	-4	0	-1	-3
13	N/C(=N\OC(=O)C12CC3CC(CC(C3)C1)C2)c1cccnc1	-3	-7	4	-8	10	-3	6	-5	5
14	O=C(N/N=C/c1ccccc1C(=O)O)c1cccc(S(=O)(=O)N2CCCCC2)c1	-2	-5	-3	.	4	3	6	1	0
15	Cc1cc(=O)[nH]c(SCC(=O)Nc2nonc2C)n1	-2	3	-1	-3	3	6	-2	-1	-2
16	CCN(CCCNC(=O)CCCOc1cc(=O)n(C)c2ccccc12)Cc1ccccc1	3	-2	3	0	-12	-1	3	0	7
17	O=C(/C=C/c1ccc(Cl)cc1)NC(=S)Nc1ccc(C(=O)O)cc1	4	0	0	1	12	8	5	4	-1
18	CC(=O)c1cc2c(C)c(C(=O)c3ccccc3)oc2cc1O	-1	-3	10	-3	-10	-4	2	-4	10
19	O=C(NCN1C(=O)C2C3C=CC(C3)C2C1=O)Nc1nncs1 (configuration not stated)	0	-2	4	3	1	-5	2	1	15
20	Cc1cccc(/C=N/NC(=O)Cn2nc(C)cc2C)n1	4	9	2	3	-2	0	-2	-3	5
21	O=C(CN1CCN(c2ccccn2)CC1)Nc1cccc(S(=O)(=O)N2CCCC2)c1	-1	2	0	6	6	2	0	5	0
22	Cc1ccc(C(=O)O/N=C(\N)c2ccc(Br)cc2)cc1	0	3	-1	-2	-2	0	-3	6	11
23	COc1ccc(C)cc1NC(=O)C1CCN(S(=O)(=O)c2ccc3c(c2)NC(=O)CO3)CC1	-4	-2	5	4	4	-2	5	3	0
24	CC(=O)Nc1nc(SCc2ccc(Cl)cc2Cl)n[nH]1	0	-3	5	5	-2	-4	11	-1	4
25	CCC1(C)CC(c2nc(-c3ccc(OC)cc3)cs2)CCS1 (configuration not stated)	2	1	7	2	-3	0	4	-1	-1
26	CCOC(=O)C1=NN(C(=O)Nc2cccc(C(F)(F)F)c2)C2C(=O)N(c3cccc(C(F)(F)F)c3)C(=O)C12 (configuration not stated)	-4	10	-7	0	-14	-3	2	2	-11
27	c1ccc(-c2ccccc2OCc2nnc3n2CCC3)cc1	1	4	4	-4	2	-6	14	7	4
28	COc1ccc(-c2noc(CCC(=O)NCCCN3CCC(Cc4ccccc4)CC3)n2)cc1	-5	-3	-10	-1	26	-17	5	-6	2
29	Cc1ccc(Oc2nc3ccccn3c(=O)c2/C=C(\C#N)C(=O)Nc2c(C)n(C)n(-c3ccccc3)c2=O)c(C)c1	0	-2	3	-3	10	2	8	4	7
30	O=C(CN1CCCCC1)Nc1ccc(F)c(Cl)c1	3	7	-1	-4	-54	-2	-3	3	2
31	CC(=O)Nc1nnc(S(=O)(=O)N2CCN(c3ccc([N+](=O)[O-])cc3Cl)CC2)s1	3	14	6	-10	-60	4	1	13	1
32	CCOC(=O)c1c(C)[nH]c(N=Nc2ccccc2)c1C	3	3	5	-7	-3	0	1	2	-2
33	CC(=O)N1c2ccc(S(=O)(=O)N3CCC(C(=O)NC4CCCC(C)C4C)CC3)cc2CC1C (configuration not stated)	0	4	3	-4	7	2	3	-4	-1
34	CC(=O)c1cccc(NC(=O)c2ccc(N(Cc3ccccc3)S(C)(=O)=O)cc2)c1	-5	-2	-6	-1	-6	3	4	1	-6
35	CCCc1c(C)c2cccc(C)c2[nH]c1=O	3	2	2	-25	7	-3	-3	-2	4
36	COc1ccc(Cc2nc3ccc(C(=O)N(C)C(C)c4nccs4)cc3o2)cc1 (configuration not stated)	-1	2	8	-6	12	-2	2	0	3
37	CCC(C(=O)OC)n1cnc2c(cnn2-c2ccc(Cl)cc2)c1=O (configuration not stated)	0	1	-4	-1	9	0	8	17	1
38	Cc1cccc(-c2onc3ccc(C(=O)/C=C/N(C)C)cc23)c1	-5	21	-4	-17	5	-1	2	-2	12
39	Cc1cnc(C(=O)OCC(=O)Nc2ccc(Cl)cn2)cn1	1	-7	-1	-2	7	-1	1	-1	7
40	Cc1ccc(N(Cc2ccccc2)C(=O)c2ccc(Cl)c(S(=O)(=O)N3CCOCC3)c2)cc1	0	1	6	0	13	-1	5	0	-1
41	CCN(CC)CCCN1C(=O)C(=O)/C(=C(/O)c2ccccc2)C1c1cc(OC)ccc1OC (configuration not stated)	-5	3	0	-1	2	2	2	-9	-6
42	N/C(=N\OC(=O)COc1cc(Cl)c(Cl)cc1Cl)c1ccccn1	-2	5	.	-1	-4	1	.	4	.
43	OCC1(Cc2ccccc2)CCN(C2CCN(c3ccccc3F)CC2)CC1	0	-2	2	-3	8	-5	4	6	-1
44	O=C(Nc1ccccc1-c1nnn(CC(=O)N2CCc3ccccc3C2)n1)C1CCC1	-1	5	9	-13	-3	0	0	3	-1
45	Cc1cc(N2CCOCC2)nc2ccc(NC(=O)CCC(=O)N3CCN(c4ccccc4F)CC3)cc12	4	8	2	0	33	0	5	9	1
46	CC(=O)NN1C(=O)c2ccccc2NC1c1ccccn1 (configuration not stated)	-3	4	0	-3	1	5	1	-6	-4
47	CCc1cc2cc(C)c(C)cc2nc1SCC(=O)NNC(=O)c1ccco1	-2	-1	4	-5	4	-5	0	-6	-3
48	Nc1ccc(C(=O)OCc2nc3ccccc3[nH]2)cc1	4	6	8	-2	-2	-4	3	5	88*
49	Cc1cccn2c(=O)c(C(=O)NCCCN3CC(C)CC(C)C3)c(O)nc12 (configuration not stated)	0	4	-2	-1	0	3	2	1	-2
50	Cn1c(=O)c(C(=O)CN2CCc3ccccc32)c(N)n(Cc2ccccc2)c1=O	-9	4	-3	-4	6	-3	-4	-9	-3
51	O=C(NCCc1ccccc1)c1cc([N+](=O)[O-])ccc1N1CCOCC1	.	1	6	.	8	-2	4	.	0
52	Cc1[nH]c2ccccc2c1C(C[N+](=O)[O-])c1cccc(O)c1 (configuration not stated)	7	1	11	5	3	-1	5	14	-2
53	c1ccc(CN2C3=NCCN3c3ccccc32)cc1	0	2	10	3	9	-3	-1	0	5

By substructure: the compounds so far containing two or more sulfur atoms
#	compound	LYPLA1 counter	pPAFAH inh	PAFAH1B3 FP inh	GSTO1 inh	PREPL inh	PAD4 inh	PAFAH1B2 inh	LYPLA2 inh	PAFAH2 FP inh
2	CC(C)CN(C(=O)c1cccc(S(=O)(=O)N2CCN(c3ccc(F)cc3)CC2)c1)C1CCS(=O)(=O)C1 (configuration not stated)	-1	0	5	-5	-75	-4	4	5	2
4	O=c1[nH]c(CSc2nc(-c3ccc(F)cc3)cs2)nc2ccccc12	-2	-4	1	0	2	-2	-1	3	-5
5	O=S(=O)(c1ccc2oc3ccc(S(=O)(=O)N4CCCCC4)cc3c2c1)N1CCCCC1	-2	1	4	3	0	5	5	3	-3
12	O=C(c1ccc(NC2=NC3CS(=O)(=O)CC3S2)cc1)N1CCN(c2ccccc2F)CC1 (configuration not stated)	2	-2	-2	1	5	-4	0	-1	-3
25	CCC1(C)CC(c2nc(-c3ccc(OC)cc3)cs2)CCS1 (configuration not stated)	2	1	7	2	-3	0	4	-1	-1
31	CC(=O)Nc1nnc(S(=O)(=O)N2CCN(c3ccc([N+](=O)[O-])cc3Cl)CC2)s1	3	14	6	-10	-60	4	1	13	1

Looked up above.
For PREPL inh, no. 10 is listed with -78
For PAFAH1B3 FP inh, no. 47 is listed with 4

These rows are one share of the data. The share of hits here may be higher or lower than overall.
